# SDO1 yeast rescue: compounds rescuing growth of sdo1-depleted yeast, bone marrow failure model | S. cerevisiae sdo1-depleted JHY4D growth rescue, OD600 30 h; active compounds read high; pdr5 snq2 efflux-pump mutant strain | z-score at 10 µM | 140,000 tested, 0.21% active;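 active = z-score above 3 at both the 24 hr and the 30 hr optical density reads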;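 note: z-score against mean and SD of all compound wells on the same plate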
# Insulin prom inh: TRM-6 insulin promoter activity inhibition; inhibition, % at 2 µM; TRM-6 cells (human fetal islet line), insulin promoter-eGFP reporter, imaging; reporter expression induced with tamoxifen; 130,000 tested, 0.9% active;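 active = inhibition above the mean plus 3 SD, with well images judged a real hit on visual review, cut at about 60% in these data, passing the limit was not always enough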
# SDO1 yeast rescue Rescue 24 h: further read-out of SDO1 yeast rescue, marked with its call; z-score; S. cerevisiae sdo1-depleted JHY4D growth rescue, OD600; measured here: growth rescue at 24 h;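 0 is the plate mean of compound wells and units are plate SD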
# * marks the source's active call; other numbers are inactive results; i = inactive; x = no result given. Hits appear at their usual frequency; overall some 0.94% were active at least once.
SMILES,SDO1 yeast rescue,SDO1 yeast rescue Rescue 24 h,Insulin prom inh
O=C(c1ccc(Cn2c(=S)[nH]c3cc4c(cc3c2=O)OCO4)cc1)N1CCN(c2ncccn2)CC1,x,x,-7.1
CC(NS(=O)(=O)c1ccc(OCC(=O)N2CCOCC2)cc1)c1ccccc1 (stereo not given),0.97,1.59,-41.7
COC(=O)c1ccc(CSc2nc3ccc(Cl)cc3[nH]2)o1,-0.33,-1.54,-10.7
Cc1ccc2ccccc2c1Cn1c(-n2ccnc2)nc2c1c(=O)n(C)c(=O)n2C,0.98,0.27,-15.6
COc1cc(C(=O)OC(C)CN2CCCC2)cc(OC)c1OC (stereo not given),0.83,-0.27,62.5
O=C(C1CCCO1)N1CCN(C(=S)Nc2ccccc2C(F)(F)F)CC1 (stereo not given),0.72,0.74,x
CCOC(=O)CSc1nc2c(c(=O)[nH]c(=O)n2C)n1CCCc1ccccc1,-0.59,-0.98,-14.7
N#CCC(=O)N/N=C/c1ccc(Sc2nc3ccccc3s2)o1,-0.3,-0.85,-16.2
O=C(CC1Sc2ccccc2NC1=O)Nc1cccnc1 (stereo not given),2.72,3.59,-13.3
Cc1csc(N(C)C(=O)CSc2nnc(COc3cccc4ccccc34)o2)n1,-1.13,-0.4,x
CCN(CC)CCNC(=O)c1[nH]c2ccc(OCc3ccccc3)cc2c1C,x,x,-61.5
Cc1cccc(N2CCN(C(=O)c3ccc4nc(-c5ccco5)c(-c5ccco5)nc4c3)CC2C)c1 (stereo not given),-1.09,-1.27,30.6
COc1ccc([N+](=O)[O-])cc1NC(=O)C(C)OC(=O)C1c2ccccc2Oc2ccccc21 (stereo not given),-0.92,-0.44,-21.4
CC(=O)Nc1cccc(OCC(=O)NS(=O)(=O)c2ccc(C)cc2)c1,-0.45,-1.37,20.8
Cc1cc(NC(=O)CCC(=O)N(c2cccnc2)C(C(=O)NC2CCCC2)c2ccccc2F)no1 (stereo not given),1.23,1.1,-40.3

# Given with bars between the fields: entries from further up
SMILES | SDO1 yeast rescue | SDO1 yeast rescue Rescue 24 h | Insulin prom inh
O=C(C1CCCO1)N1CCN(C(=S)Nc2ccccc2C(F)(F)F)CC1 (stereo not given) | 0.72 | 0.74 | x
Cc1cccc(N2CCN(C(=O)c3ccc4nc(-c5ccco5)c(-c5ccco5)nc4c3)CC2C)c1 (stereo not given) | -1.09 | -1.27 | 30.6
CC(NS(=O)(=O)c1ccc(OCC(=O)N2CCOCC2)cc1)c1ccccc1 (stereo not given) | 0.97 | 1.59 | -41.7
COc1ccc([N+](=O)[O-])cc1NC(=O)C(C)OC(=O)C1c2ccccc2Oc2ccccc21 (stereo not given) | -0.92 | -0.44 | -21.4

# (continued)
SMILES,SDO1 yeast rescue,SDO1 yeast rescue Rescue 24 h,Insulin prom inh
COc1ccc(-c2cc3ccccc3oc2=O)cc1NC(=O)c1ccc([N+](=O)[O-])o1,-1.49,-0.8,-33.3
O=C1COCCOCCOCC(=O)NCCN1,x,x,0.0
COc1ccc(-c2nn(-c3ccccc3F)cc2CNCCn2nc(C)cc2C)cc1,x,x,5.0
CN(NC(=O)Nc1ccc(Cl)cc1)c1c(Cl)c(Cl)nn1C,x,x,-109.1
O=C(Nc1ccncc1)C1CCCN(S(=O)(=O)c2cccc3cccnc23)C1 (stereo not given),-0.02,-0.45,x
O=C(OCC(=O)N1CCN(C(=O)c2ccco2)CC1)c1ccccc1OCc1ccccc1,-0.13,-1.35,-26.7
COc1cccc(C(c2sc3nc(C)nn3c2O)N2CCN(C(=O)c3ccco3)CC2)c1 (stereo not given),-0.49,-0.98,-30.0
CCOc1ccc2c(c1)OC(c1ccc(C)cc1)(C(F)(F)F)NC2=O (stereo not given),-0.88,0.82,-60.8
CCCc1cc(NCCCCO)n2c(nc3ccccc32)c1C#N,1.36,0.62,78.6*
CCC(c1nnnn1CCC(C)C)N1CCC(C(N)=O)CC1 (stereo not given),-0.22,-0.8,-3.1
O=C(OCn1nnc2ccccc2c1=O)c1ccc(S(=O)(=O)N2CCOCC2)cc1,-0.23,-0.28,-10.3
CC(/C=N/NC(=O)c1sc(N)nc1C)=C\c1ccccc1,x,x,-36.4
CCOC(=O)COc1c(OC)cc(Cl)cc1C1NC(=O)NC(C)=C1C(C)=O (stereo not given),1.09,1.34,-120.0
Cn1c(=O)[nH]c(=O)c2c1nc(NCCCO)n2Cc1ccc(F)cc1,1.34,1.24,25.0
CC12CCC(C(=O)N(NC(=O)c3cccnc3)C1=O)C2(C)C (stereo not given),6.25*,13.9*,-10.3
Cc1ccc(-c2nn(C)c(=O)c3ccccc23)cc1CO,0.41,-0.07,-46.9
COc1ccc(C(C(=O)NC(C)(C)C)N(C(=O)CNC(=O)c2cccs2)c2ccc(C)cc2)cc1OC (stereo not given),0.28,-0.55,-30.0
Cc1cc(C)c(NC(=O)c2cnn(C)c2)c(C)c1,0.7,0.95,-15.4
O=C(NC(Nc1nc2ccc([N+](=O)[O-])cc2s1)(C(F)(F)F)C(F)(F)F)c1ccccc1,-3,-2.21,-17.4
COc1ccccc1Nc1nc(-c2cccc(N3C(=O)c4ccccc4C3=O)c2)cs1,0.04,0.27,-63.6
CC(=O)c1c(C)nc2ccccc2c1N,0.25,0.62,87.5*
O=C(Cn1cccc1C(=O)c1ccccc1)NCCN1CCOCC1,0.46,-0.44,-1.3
CCC1CCCCN1C(=O)CSc1nc2c([nH]c3ccccc32)c(=O)n1C (stereo not given),-1.67,-0.96,-53.3
Cc1cccc(OCC(=O)N(Cc2cccs2)C2CCS(=O)(=O)C2)c1C (stereo not given),-0.31,-0.6,-120.7
CSc1cccc(NS(=O)(=O)c2ccccc2)c1,-0.12,-0.74,5.4
Cc1ccc(C(=O)NCCc2nnc3ccc(SCC(=O)Nc4cc(C)on4)nn23)cc1,x,x,5.9
COc1cc(C(=O)N2CCN(S(=O)(=O)c3ccc(F)cc3)CC2)cc(OC)c1OC,-0.14,-0.75,-4.2
CCOC(=O)Cc1csc(NC(=S)NC(=O)CC(C)C)n1,0.1,-0.09,11.1
Cc1ccc2nnc(Cl)n2n1,0.43,-0.57,10.3
Cc1ccc(/C(O)=C2\C(=O)C(=O)N(CCc3c[nH]c4ccccc34)C2c2cccnc2)cc1 (stereo not given),x,x,8.3
O=C(Cn1cnc([N+](=O)[O-])n1)NC1CC1,x,x,-26.7
COc1ccc(NC(=O)/C(C#N)=C\c2cc(OC)c(OCc3ccc(C(=O)O)cc3)cc2Br)cc1,x,x,13.3
CCCn1c(SCc2cc(=O)oc3ccc4ccccc4c23)n[nH]c1=O,0.82,0.49,53.1
O=C(NC1CCCc2ccccc21)c1cccc(S(=O)(=O)N2CCN(c3ccccc3)CC2)c1 (stereo not given),-0.86,-1.1,27.0
N#CC1C(C#N)N2CCCN2C1c1ccc(Cl)cc1 (stereo not given),-1.04,-1.25,28.2
CCCCN1C(=O)c2ccc(C(=O)Nc3c(N)n(CCCC)c(=O)n(C)c3=O)cc2C1=O,-0.09,-0.45,-39.3
COc1ccc(NC(=S)NCc2ccco2)c(OC)c1,-0.24,-1.05,55.2
Cc1ccccc1Oc1ncccc1C(=O)/C(C#N)=C/N(C)C,0.7,0.58,35.7
C/C(=N\NC(=S)NC1CCCCC1)c1c(F)cccc1F,x,x,23.1
Cc1ccc(C(=O)CN(C(=O)c2ccc(Cl)cc2)N2C(=O)c3ccccc3C2=O)cc1,-0.08,0.39,x
O=C(CCCn1c(SCC(=O)c2ccc(O)c(O)c2)nc2ccccc2c1=O)NCC1CCCO1 (stereo not given),0.28,-0.23,-55.6
Cc1cccc(OCc2n[nH]c(=S)o2)c1C,x,x,57.9
CS(=O)(=O)c1ccccc1C(=O)N1CCN(Cc2ccccc2)CC1,x,x,20.0
COc1cc(OC)cc(C(=O)OCn2nnc3ccccc3c2=O)c1,-1.54,-1.37,-28.6
O=C(NCCn1ccc2ccccc21)c1ccc2c(c1)OCO2,-0.7,-1.56,-40.0

# An excerpt from above in order of the Insulin prom inh value, highest first.
SMILES,SDO1 yeast rescue,SDO1 yeast rescue Rescue 24 h,Insulin prom inh
COc1ccc(NC(=S)NCc2ccco2)c(OC)c1,-0.24,-1.05,55.2
CCCn1c(SCc2cc(=O)oc3ccc4ccccc4c23)n[nH]c1=O,0.82,0.49,53.1
N#CC1C(C#N)N2CCCN2C1c1ccc(Cl)cc1 (stereo not given),-1.04,-1.25,28.2

# Remaining list, next part
SMILES,SDO1 yeast rescue,SDO1 yeast rescue Rescue 24 h,Insulin prom inh
CCOC(=O)C1=C(C)NC(C)=C(C(=O)OCC)C1C(=O)OCC(=O)c1ccc2c(c1)OCCO2,0.4,0.21,x
Cc1nn(-c2ccccc2)c(N)c1C1(O)C(=O)N(C)c2ccccc21 (stereo not given),0.19,-0.01,28.6
Cn1c(=O)cc(OCC(=O)N2CCN(c3cccc(C(F)(F)F)c3)CC2)c2ccccc21,0.86,1.51,16.7
O=S(=O)(CCc1nc2ccccc2[nH]1)c1ccc(Cl)cc1,0.49,-0.83,7.7
CC(=O)NC(CC(=O)NC12CC3CC(CC(C3)C1)C2)c1ccccc1 (stereo not given),-0.34,0.32,29.9
O=[N+]([O-])c1nn(-c2ccc3c(c2)OCCO3)n(O)c1=NCc1ccc(F)cc1Cl,x,x,-18.2
C=CCc1c(C)nc(SC)nc1Nc1ccc(C(C)=O)cc1,-1.08,-0.23,x
COc1cccc(C(=O)Nc2cc(NC(=O)c3ccco3)ccc2OC)c1,1.15,1.37,i
CCOC(=O)CSc1nnc(CNc2nc(-c3ccccc3)cs2)n1C,-0.02,0.21,-6.2
COc1ccc(CCNC(=O)C2CC(c3ccc([N+](=O)[O-])cc3)=NO2)cc1 (stereo not given),-0.06,-0.15,-22.2
c1ccc(CNc2nnnn2-c2ccccc2)cc1,-0.23,-0.87,-111.1
O=C(N/N=C/C(Cl)=C/c1ccccc1)c1cnccn1,-0.42,-0.23,43.8
CCn1ccc(-c2ccccc2)c(C#N)c1=O,x,x,44.2
COc1cccc(C(=O)Nc2ccc(NC(=O)C3CC3)cn2)c1,2.36,3.55,23.1
O=C(Nc1ccc(F)cc1)c1cnc(-c2ccccc2)nc1-c1ccccc1,-0.81,-0.46,x
Nc1c2c(nc3sc4c(c13)CCCC4)CCCCCC2,-0.38,-1.04,-340.0
O=C(O)CC1SC(=Nc2cccc(C(F)(F)F)c2)NC1=O (stereo not given),0.73,0.26,0.0
COC(=O)c1cc(C(=O)OCC(=O)NC2CCS(=O)(=O)C2)cc([N+](=O)[O-])c1 (stereo not given),x,x,0.0
Cc1cc(C)cc(N2C(=O)CC(n3ccnc3)C2=O)c1 (stereo not given),0.41,0.01,53.9
CN(C)CCOC(=O)CC12CC3CC(C1)CC(CC(=O)OCCN(C)C)(C3)C2,x,x,-7.1
Cc1c(C(=O)OCC(=O)N2CC(C)OC(C)C2)oc2ccc(Br)cc12 (stereo not given),-0.11,-0.25,15.2
CN(C(=S)Nc1cccnc1)c1ccc(O)cc1,1.15,-0.26,46.1
COC(=O)c1ccc(C(=O)OCc2nc3cc4ccccc4cc3[nH]2)cc1,-1.94,-0.84,-361.9
CCOc1ccc2[nH]c(=O)c(C(c3nnnn3CCOC)N3CCOCC3)cc2c1 (stereo not given),-0.28,-1.09,-64.3
COc1ccc(OCCCC(=O)Nc2cccc(C(C)=O)c2)cc1,0.61,0.8,x
CC(=O)COC(=O)CNC(=O)c1ccc(Br)cc1,1.64,1.26,21.6
CCOC(=O)COc1ccc(S(=O)(=O)NCc2ccco2)cc1,0.68,1.41,51.6
CCOc1cc(/C=C2\SC(=N)N(c3nccs3)C2=O)ccc1OCCN1CCOCC1,0.65,-0.82,-375.0
Cc1cc(NS(=O)(=O)c2ccc(NC(=O)CSc3nc4sc(C(=O)O)c(C)c4c(=O)[nH]3)cc2)no1,x,x,46.7
O=C(Nc1ccccc1)Nc1ccc2ocnc2c1,x,x,-41.7
Cc1cc(NC(=O)CSc2ccccc2)no1,1.08,-0.02,-22.5
CCNC(=O)NC(=O)C(C)Sc1ccc2c(c1)OCCO2 (stereo not given),0.19,0.24,3.1
COc1ccc(-c2cnc3nc(/N=C/N(C)C)nn3c2/N=C/N(C)C)cc1,x,x,35.7
O=C(Cc1nc2ccccc2s1)c1ccc(O)cc1O,-0.88,-0.46,38.3
Cc1cc2cc(CNC(=O)c3cccs3)ccc2n1C,0.74,0.84,-7.1
Cc1cc2cc(C)c3nnc(SCC(=O)NCc4ccco4)n3c2cc1C,2.11,0.52,21.4
c1ccc2c(c1)nc(CN1CCOCC1)n1c3ccccc3nc21,-0.42,-0.18,14.3
c1ccc(-n2nnnc2NC2CCCCC2)cc1,-0.07,-0.2,-37.5
CC1(C)Cc2cccc(OCC(=O)N3CCN(c4ccccc4)CC3)c2O1,-0.12,-0.18,x
CCOC(=O)c1cnc2ccc(OCC)cc2c1N1CCN(c2ccccc2OC)CC1,-1.72,-0.58,-65.5
Cc1ccc(NC(=O)Nc2ccccc2C(=O)NCc2ccccc2)cc1,-0.24,-0.35,13.9
O=C(Nc1cccc(F)c1)c1ccc2c(c1)OCO2,1.45,1.24,-39.4
c1ccc(-c2nnc(CSc3nc4ccccc4[nH]3)o2)cc1,-0.37,-0.88,x
CCOC(=O)c1c(NC(=O)c2ccco2)sc2c1CCCC2,-2,-1.32,x
CC1=C(C(=O)Nc2ccccc2)C(c2ccc(C)o2)n2ncnc2N1 (stereo not given),0.7,0.06,x

# Screens as filed in PubChem.
